# Screening results as filed in PubChem.
# A549 tox: kills or reduces viability of A549 cells in Nrf2 counter-screen; Potency, µM (series often up to 46 µM), for inactives: top-dose activity change, negative = cytotoxicity, most hits filed as inhibitors; A549 ARE-Fluc cells, CellTiter-Fluor viability, 18-24 h; AID 504648; 0.16% of 390,000 active; note: potency is the fitted concentration of half-maximal effect; % is set by controls: 0 for no effect and ±100 for the full control effect
#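 Cytotoxicity counterscreen: CellTiter-Fluor fluorescence was measured in A549 ARE_Fluc cells after 18-24 h of compound exposure in a concentration series. The subsequent BugLite luminescent read reports ARE-luciferase activity.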
# TGFb SMAD3 inh: blocks TGF-b signaling; HepG2 CAGA-GFP TGF-b/SMAD3 reporter, GFP fluorescence, 18 h; TGF-beta stimulated, 500 pg/mL final; Potency, µM (series often up to 46.1 µM), for inactives: top-dose activity, negative = inhibition, actives largely listed as inhibitors; 1.2% of 410,000 active; AID 588855; note: potency is the fitted concentration of half-maximal effect; % is set by controls: 0 for no effect and ±100 for the full control effect; nearly all actives have a fitted effect of over 65% in size
#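 Per well, imaged GFP fluorescence of HEPG2 CAGA-GFP cells gives the signal; cells get compound, then TGF-beta (500 pg/mL final), 18 h at 37 degrees C; %Activity versus -TGF-beta and +DMSO controls.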
# Akt phos inh: blocks phosphorylation of Akt. activity change, % for hits at 50 µM. AID 651550. Neuro2A IGF-stimulated pAkt S473 HTRF, 20 min; active compounds read low. 0.32% of 360,000 active; in the data active = activity change below about -80%; inconclusive = mostly about -51% to -80%; note: % is set by controls: 0 for no effect and ±100 for the full control effect
#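 Single-point screen (50 µM final compound) in Neuro2A cells stimulated 20 min with 6 nM IGF at 37 deg C. After lysis, Ser473-phosphorylated Akt read by HTRF (ex 330 nm, em 615/665 nm) as the 665/615 ratio.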
# CCT chaperon mod: cytosolic chaperonin activity modulation; purified chaperonin ATPase assay, HTRF ADP detection, 30 min; activity change, % (test concentration not listed), hits read low; 0.3% of 360,000 active; AID 651819; in the data active = activity change below about -30%; note: % is set by controls: 0 for no effect and ±100 for the full control effect
#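 Enzyme 40 or 20 nM (batch-dependent) in Tris pH 7.4/KCl/MgCl2/DTT; cpd 76 uM single point; ATP 10 uM; 30 min 37 °C; Transcreener ADP HTRF detection, 30 min RT; ratio 665/615.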
# Nrf2 ARE act: activates Nrf2 signaling; 0.31% of 410,000 active; AREc32 ARE-luciferase reporter (MCF7-derived line), luminescence, 24 h; AID 624171; Potency, µM (series often up to 46.1 µM), for inactives: at the top dose activation, actives largely listed as activators; note: potency is the fitted concentration of half-maximal effect; % of control where 0% means no effect; nearly all actives have a fitted effect of over 65% in size
#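 Steps: seed AREc32_Fluc cells (1000/well, 5% FBS OPTI-MEM); incubate overnight at 37 deg C; add 23 nL compound; incubate 24 hr; add Steady-Glo; hold 30 min RT; read luminescence.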
# Nrf2 inh: blocks Nrf2 signaling; A549 ARE-Fluc reporter, luciferase luminescence, 18-24 h; Potency, µM (highest dose often 46 µM), for inactives: top-dose activity change, negative = inhibition, hits mostly inhibitors; 2.1% of 360,000 active; note: potency is the fitted concentration of half-maximal effect; % is set by controls: 0 for no effect and ±100 for the full control effect; nearly all actives have a fitted effect of over 60% in size
#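 Concentration-response testing used A549 ARE_Fluc cells at 5000 cells/well. Following an 18-24 h compound incubation, viability was read by fluorescence (Ex 405/Em 525) and luciferase output by luminescence.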
# EPAC2 antag: blocks human EPAC2 exchange factor; Q8WZA2; EPAC2 GEF exchange of Rap1B-BODIPY-GDP, fluorescence; Potency, µM (doses to about 114 µM), for inactives: at the highest dose activity, negative = inhibition, hits mostly inhibitors; 0.18% of 360,000 active; AID 720708; note: potency is the fitted concentration of half-maximal effect; % is set by controls: 0 for no effect and ±100 for the full control effect; nearly all actives have a fitted effect of over 45% in size; many of its hits are not listed in these tables
# Target sequence (Q8WZA2 whole entry, looked up): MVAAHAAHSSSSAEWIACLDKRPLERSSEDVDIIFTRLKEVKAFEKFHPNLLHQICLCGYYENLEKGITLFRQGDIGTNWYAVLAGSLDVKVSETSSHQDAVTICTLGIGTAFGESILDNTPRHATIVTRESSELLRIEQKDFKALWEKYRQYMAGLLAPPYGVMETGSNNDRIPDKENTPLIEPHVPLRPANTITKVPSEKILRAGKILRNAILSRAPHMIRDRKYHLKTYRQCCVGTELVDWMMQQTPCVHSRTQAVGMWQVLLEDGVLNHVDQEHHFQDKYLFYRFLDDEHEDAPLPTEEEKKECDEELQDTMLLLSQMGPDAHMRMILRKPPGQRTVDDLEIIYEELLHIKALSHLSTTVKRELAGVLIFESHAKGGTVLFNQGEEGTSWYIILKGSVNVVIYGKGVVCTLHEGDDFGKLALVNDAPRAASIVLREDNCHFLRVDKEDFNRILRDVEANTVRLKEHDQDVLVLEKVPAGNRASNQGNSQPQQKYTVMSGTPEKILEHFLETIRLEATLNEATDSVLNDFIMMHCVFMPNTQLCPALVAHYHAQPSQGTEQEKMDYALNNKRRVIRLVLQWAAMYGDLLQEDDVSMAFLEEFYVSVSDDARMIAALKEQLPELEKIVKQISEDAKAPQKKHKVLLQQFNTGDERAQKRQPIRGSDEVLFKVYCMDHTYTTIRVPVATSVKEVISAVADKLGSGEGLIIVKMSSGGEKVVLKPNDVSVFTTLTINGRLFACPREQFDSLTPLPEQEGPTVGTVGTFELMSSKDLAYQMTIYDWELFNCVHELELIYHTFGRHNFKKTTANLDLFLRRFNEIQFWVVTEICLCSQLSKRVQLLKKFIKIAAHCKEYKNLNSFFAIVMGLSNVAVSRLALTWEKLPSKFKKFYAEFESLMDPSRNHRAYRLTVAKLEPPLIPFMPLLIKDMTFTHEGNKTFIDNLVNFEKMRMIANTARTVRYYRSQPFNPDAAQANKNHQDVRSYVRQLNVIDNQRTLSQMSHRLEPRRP
# Mm-Cpn inhibitor: blocks the Methanococcus maripaludis chaperonin Mm-Cpn | 0.031% of 330,000 active | Potency, µM (top dose mostly 76.9 µM), inactives show at the top dose activity, negative = inhibition, hits mostly inhibitors | purified Mm-Cpn ATPase, ADP Transcreener TR-FRET; note: potency is the fitted concentration of half-maximal effect; % is set by controls: 0 for no effect and ±100 for the full control effect; nearly all actives have a fitted effect of over 80% in size
#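 Purified archaeal chaperonin (25 nM final) was preincubated with compound for 10 min at 37°C, then ATP (10 uM final) was added for 30 min at 37°C in Tris pH 7.4/KCl/MgCl2/DTT buffer. ADP was quantified by HTRF Transcreener TR-FRET.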
# EPAC2 agonist: agonists of human EPAC2 (RAPGEF4) | 0.079% of 360,000 active | EPAC2 activation, biochemical qHTS; response scale: 100% = 6.5 mM cAMP response | Potency, µM (highest dose often 154 µM), for inactives: at the top dose activation, most hits filed as activators | Q8WZA2; note: potency is the fitted concentration of half-maximal effect; nearly all actives have a fitted effect of over 50% in size
#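 Compounds were titrated in qHTS against a Rap1B-BODIPY-GDP (250 nM) complex with EPAC2 (100 nM) and GDP (50 uM). BODIPY-GDP release tracked at 480/540 nm over 30 min at room temperature, normalized to 6.5 mM cAMP.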
# * marks the source's active call; other numbers are inactive results; i = inactive; ? = inconclusive; . = no result given; [ ] = another dose, or the depositor's remark. Unless noted, calls come from the whole dose curve; as a rule, active = well fitted curve in the direction sought with a large enough effect; inconclusive = small, poorly fitted or top-dose-only effect, or another doubt; inactive = no such curve, though single readings can be large; an effect the other way counts as inactive or inconclusive. An excerpt (hit frequency here may not be typical).
# Assay codes: A = A549 tox; B = TGFb SMAD3 inh; C = Akt phos inh; D = CCT chaperon mod; E = Nrf2 ARE act; F = Nrf2 inh; G = EPAC2 antag; H = Mm-Cpn inhibitor; I = EPAC2 agonist
O=C(OCCOc1cccc(Cl)c1)C1CCN(S(=O)(=O)c2ccccc2)CC1
  A: -1%	B: 5%	C: i	D: -0.8	E: -0.6%	F: 2%	G: -2%	H: -1%	I: 9%
CC(=O)Nc1ccc(S(=O)(=O)N2CCN(C(=O)c3cccnc3)CC2)cc1
  A: 2%	B: 0%	C: i	D: -1.6	E: 0.5%	F: 3%	G: 17%[57.1 µM]	H: -1%	I: 4%
COc1cccc(NC(=O)N2CCC(NC(=O)c3ccco3)CC2)c1
  A: -5%	B: -5%	C: i	D: -4.0	E: -0.4%	F: 3%	G: 1%	H: 0%	I: 1%
COc1ccc(C2NC(=O)NC(C)=C2C(=O)OCc2ccc3c(c2)OCO3)cc1OC (centres undefined)
  A: -1%	B: 40%[activator]	C: i	D: 0.3	E: -1.0%	F: .	G: 0%	H: 0%	I: -2%
CCOC(=O)C1CCN(C(=O)COc2ccc(Cl)cc2)CC1
  A: 1%	B: 29%	C: i	D: 0.5	E: -0.3%	F: 8%	G: -1%	H: -2%	I: -7%
Cc1cccc(N(C)S(=O)(=O)c2c[nH]c3ccc([N+](=O)[O-])cc23)c1
  A: 1%	B: ?	C: i	D: 2.8	E: 0.1%	F: -1%	G: ?	H: -1%	I: 1%
O=C(Nc1ccccc1Cl)NC1(C(=O)NCc2cccnc2)CCCCC1
  A: -9%	B: 5%	C: i	D: -1.7	E: -0.4%	F: 7%	G: 9%	H: 2%	I: 4%
Cc1nn(-c2ccccc2)c(C)c1/C=C/C(=O)OCC(=O)Nc1ccc(C(N)=O)cc1
  A: 15%	B: 2%	C: i	D: -0.3	E: -0.2%	F: 7%	G: -5%	H: 1%	I: -4%
O=C(CN1C(=O)NC2(CCc3ccccc32)C1=O)c1ccc2c(c1)OCCO2 (centres undefined)
  A: 0%	B: -5%	C: i	D: -0.8	E: 5.5%	F: 21%	G: -15%	H: 1%	I: 1%
CCc1ccc(N(CC(=O)Nc2nc3ccc(C)cc3s2)S(=O)(=O)c2c(C)noc2C)cc1
  A: -23%	B: ?	C: i	D: 1.3	E: -3.0%	F: -68%	G: -18%	H: -1%	I: 0%

# Just EPAC2 antag, Akt phos inh and EPAC2 agonist, for some of the entries so far:
SMILES | EPAC2 antag | Akt phos inh | EPAC2 agonist
COc1cccc(NC(=O)N2CCC(NC(=O)c3ccco3)CC2)c1 | 1% | i | 1%
COc1ccc(C2NC(=O)NC(C)=C2C(=O)OCc2ccc3c(c2)OCO3)cc1OC (centres undefined) | 0% | i | -2%
CCOC(=O)C1CCN(C(=O)COc2ccc(Cl)cc2)CC1 | -1% | i | -7%
Cc1cccc(N(C)S(=O)(=O)c2c[nH]c3ccc([N+](=O)[O-])cc23)c1 | ? | i | 1%
O=C(Nc1ccccc1Cl)NC1(C(=O)NCc2cccnc2)CCCCC1 | 9% | i | 4%

# 2 entries drawn at random from those above, as already listed:
# Assay codes: A = A549 tox; B = TGFb SMAD3 inh; C = Akt phos inh; D = CCT chaperon mod; E = Nrf2 ARE act; F = Nrf2 inh; G = EPAC2 antag; H = Mm-Cpn inhibitor; I = EPAC2 agonist
CC(=O)Nc1ccc(S(=O)(=O)N2CCN(C(=O)c3cccnc3)CC2)cc1
  A: 2%	B: 0%	C: i	D: -1.6	E: 0.5%	F: 3%	G: 17%[57.1 µM]	H: -1%	I: 4%
CCc1ccc(N(CC(=O)Nc2nc3ccc(C)cc3s2)S(=O)(=O)c2c(C)noc2C)cc1
  A: -23%	B: ?	C: i	D: 1.3	E: -3.0%	F: -68%	G: -18%	H: -1%	I: 0%

# Continuation:
# Assay codes: A = A549 tox; B = TGFb SMAD3 inh; C = Akt phos inh; D = CCT chaperon mod; E = Nrf2 ARE act; F = Nrf2 inh; G = EPAC2 antag; H = Mm-Cpn inhibitor; I = EPAC2 agonist
O=C(Nc1ccc(-c2csc(Nc3ccc(Cl)cc3)n2)cc1)c1cc([N+](=O)[O-])cc(C(F)(F)F)c1
  A: -5%	B: ?	C: i	D: -1.8	E: 5.3%	F: 6%	G: 13%	H: 1%	I: -12%
O=C1CCC(C(=O)OC(C(=O)Nc2ccc([N+](=O)[O-])cc2Br)c2ccccc2)=NN1 (centres undefined)
  A: 0%	B: 3%	C: i	D: 0.4	E: 0.1%	F: ?	G: ?	H: 0%	I: 10%
O=C(NCCC(=O)N1CCN(Cc2c(F)cccc2Cl)CC1)c1ccc(Cl)cc1
  A: 1%	B: ?	C: i	D: -2.1	E: 1.5%	F: 9%	G: -7%	H: -1%	I: 13%
CC1CCCC(NC(=O)COC(=O)c2ccc(N(C)C)cc2)C1C (centres undefined)
  A: -6%	B: 6%	C: .	D: -3.9	E: -0.1%	F: -24%	G: 7%	H: 2%	I: -5%
COc1ccccc1N1CCN(CC(O)COc2ccc(C)cc2C(C)(C)C)CC1 (centres undefined)
  A: -17%	B: ?	C: .	D: .	E: -0.7%	F: -6%	G: .	H: .	I: .
O=C(NC(Cc1c[nH]c2ccccc12)c1nnc2n1CCCCC2)c1cccs1 (centres undefined)
  A: -7%	B: 15%	C: i	D: -0.5	E: -1.1%	F: -9%	G: -1%	H: -1%	I: 12%
CCc1cccc2c(C(=O)COC(=O)c3ccc([N+](=O)[O-])s3)c[nH]c12
  A: 21µM*	B: ?	C: i	D: 1.9	E: 19%	F: ?	G: ?	H: 1%	I: 13%
CC(=O)Nc1cccc(NC(=O)COC(=O)C2CC3CCCC(C2)C3=O)c1 (centres undefined)
  A: -2%	B: -7%	C: i	D: 1.8	E: -0.3%	F: 9%	G: 16%	H: -5%	I: 0%
COc1ccccc1CNC(=O)Cn1c(=O)oc2ccccc21
  A: 3%	B: -2%	C: .	D: .	E: 0.3%	F: 2%[9.27 µM]	G: .	H: .	I: .
O=C(Nc1ccc(NC(=O)C23CC4CC(CC(C4)C2)C3)cc1)c1cc(F)c(F)cc1Cl
  A: -3%	B: -17%	C: i	D: -1.6	E: -0.9%	F: 1%	G: 5%	H: 0%	I: -1%
COc1cc(OC)c(-c2nnc(-c3ccc(OC)c(OC)c3OC)o2)cc1OC
  A: -1%	B: ?	C: i	D: -21	E: 3.8%	F: .	G: 4%	H: -7%	I: -10%
O=C(O)CC12CC3CC(C1)CC(n1ncc(NCc4ccc(F)cc4)c(Cl)c1=O)(C3)C2
  A: 5%	B: 2%	C: i	D: -0.7	E: -0.5%	F: 5%	G: 0%	H: 3%	I: 1%
COC(=O)C1=C(C)NC(=O)C1(NC(=O)c1cccnc1)C(F)(F)F (centres undefined)
  A: -5%	B: 12%	C: i	D: -0.4	E: -0.2%	F: 5%	G: -1%	H: -3%	I: 4%
CCCNC(=O)CSCc1nc(-c2ccc(SC)cc2)oc1C
  A: -2%	B: -1%	C: i	D: 2.2	E: -0.3%	F: ?	G: 6%	H: 0%	I: -5%
COc1cccc(-n2nnc3c(=O)n(Cc4c(F)cccc4Cl)cnc32)c1
  A: 1%	B: -8%	C: i	D: 0.8	E: -0.8%	F: 10%	G: -2%	H: -1%	I: 11%
